Assay outcomes from PubChem BioAssay.
Runt-CBFb FRET – inhibitors of human RUNX1 Runt domain binding to CBFb | Q01196+Q13951 | Cerulean-Runt/Venus-CBFb FRET ratio 530/480, 1 h | inhibition, % at 20 µM | hit rate 0.46% among 220,000 | AID 1496;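 active means inhibition over about 50% at 20 µM in the single-dose screen, limit read from the data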;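 further: 0% = DMSO wells and 100% = excess unlabeled CBFb competitor control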
Target sequence (Q01196 whole entry, looked up, the tested form may be a part): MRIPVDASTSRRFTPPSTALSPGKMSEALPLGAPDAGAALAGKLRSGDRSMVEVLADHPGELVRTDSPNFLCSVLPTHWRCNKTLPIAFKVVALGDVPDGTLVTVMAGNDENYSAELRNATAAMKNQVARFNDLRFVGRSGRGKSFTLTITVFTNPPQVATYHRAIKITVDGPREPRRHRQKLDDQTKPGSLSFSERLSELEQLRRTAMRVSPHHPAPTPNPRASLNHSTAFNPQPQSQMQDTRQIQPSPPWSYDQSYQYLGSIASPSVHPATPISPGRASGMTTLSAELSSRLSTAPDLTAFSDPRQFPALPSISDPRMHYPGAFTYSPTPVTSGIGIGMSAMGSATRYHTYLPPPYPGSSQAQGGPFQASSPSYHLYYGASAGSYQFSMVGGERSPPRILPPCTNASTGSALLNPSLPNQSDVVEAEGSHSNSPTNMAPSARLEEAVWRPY
Target sequence (Q13951 whole entry, looked up, the tested form may be a part): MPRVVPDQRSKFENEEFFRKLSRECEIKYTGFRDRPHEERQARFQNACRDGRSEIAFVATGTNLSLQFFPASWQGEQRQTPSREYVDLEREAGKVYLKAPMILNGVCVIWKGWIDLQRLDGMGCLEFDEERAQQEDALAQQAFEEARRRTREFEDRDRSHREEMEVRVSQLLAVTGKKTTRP
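Measured by: fluorescence energy transfer, 422 nm excitation, 530/480 nm emission; test system: Cerulean-tagged RUNX1 Runt domain (FRET donor) fusion protein; buffer or medium: Tris pH 7.5 buffer with BSA; compound: one dose, 20 µM compound, 1% DMSO; times: two 1 h room-temperature incubations shielded from light; benchmarks: unlabeled CBFb 5 µM, positive control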
Furin inh – human furin inhibition; purified furin, fluorogenic substrate cleavage; inhibition, % at 30 µM; hit rate 0.061% among 220,000; P09958; AID 463115; in the data active means inhibition above about 25%; further: inactives centre near -15
EBV gp42 block – inhibitors of Epstein-Barr virus glycoprotein 42; Q1HVG2; Fluorescence polarization binding assay, mP read-out; inhibition, % (tested at 21.74 µM); hit rate 0.42% among 220,000; in the data active means inhibition above about 50%
Target sequence (Q1HVG2 whole entry, looked up): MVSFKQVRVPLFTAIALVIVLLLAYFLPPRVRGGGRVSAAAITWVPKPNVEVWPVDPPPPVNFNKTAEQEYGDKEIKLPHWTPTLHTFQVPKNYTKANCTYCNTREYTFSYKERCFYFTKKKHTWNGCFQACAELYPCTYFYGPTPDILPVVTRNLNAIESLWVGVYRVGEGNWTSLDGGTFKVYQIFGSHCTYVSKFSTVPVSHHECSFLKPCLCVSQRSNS
m-calpain inh – calpain II (pig) inhibition; purified calpain II, fluorogenic peptide substrate, 30 min; inhibition, % at 16 µM; hit rate 0.37% among 220,000; AID 1236;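 active means inhibition above about 50%, limit read from the data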
p97 inhibitor – human p97 ATPase inhibition; P55072; recombinant p97 ATPase, Kinase-Glo ATP luminescence, 3 h; inhibition, % at 8 µM; hit rate 0.42% among 220,000; AID 1481; in the data active means inhibition above about 15%;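 further: 0% = DMSO vehicle and 100% = wells lacking enzyme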
Tb hexokinase – blocks Trypanosoma brucei hexokinase 1 activity; hit rate 0.11% among 220,000; inhibition, % at 10 µM; recombinant TbHK1, G6PDH-coupled NADH A340;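 active means inhibition of 50% or more in the single-dose primary screen; inactive means inhibition below 50%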
Runt-SMMHC FRET – Runt domain-CBFb-SMMHC interaction inhibition | Q01196+Q13951 | Cerulean-Runt/Venus-CBFb-SMMHC FRET ratio 530/480, 1 h | inhibition, % at 20 µM | hit rate 0.74% among 220,000 | AID 1434;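 active means mean inhibition across duplicate retests at 20 µM reaching about 50%, limit read from the data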;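 further: 0% = DMSO wells and 100% = wells with excess untagged CBFb-SMMHC; inhibitors lower the FRET ratio by blocking Runt binding to CBFb-SMMHC; some results filed as inactive read as strong as hits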
RBBP9 inh – blocks human serine hydrolase RBBP9; O75884; recombinant RBBP9, FP-Rh probe fluorescence polarization; inhibition, % at 7.94 µM; hit rate 0.2% among 220,000;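 active means inhibition above the campaign mean of all tested compounds plus 3 SD, cut at about 14% in these data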;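 further: plate controls were DMSO wells with RBBP9 for no effect and wells lacking RBBP9 protein for full effect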
Target sequence (O75884 whole entry, looked up): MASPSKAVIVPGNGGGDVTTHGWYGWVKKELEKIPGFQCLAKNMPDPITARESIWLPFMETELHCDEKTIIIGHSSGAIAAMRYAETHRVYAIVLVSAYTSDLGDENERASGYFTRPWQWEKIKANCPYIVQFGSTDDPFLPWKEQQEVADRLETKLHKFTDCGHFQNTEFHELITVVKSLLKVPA
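system = RBBP9 protein | input = RBBP9 at 2.5 µM in dispensed solution, before mixing | measured by = fluorescence polarization (mP), excitation 525 nm, emission 598 nm | incubation = enzyme-compound preincubation 30 min, then probe labeling 45 min, 25 °C | buffer or medium = Tris-NaCl-Pluronic buffer, pH 8.0 | compound = single dose 7.94 µM | also added = FP-Rh probe, 375 nM dispensing solution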
NCF1 inh – blocks human p47phox regulatory protein of NADPH oxidases; P14598; p47phox/p22phox peptide binding, fluorescence polarization, 2 h; inhibition, % at 24.7 µM; hit rate 0.53% among 220,000;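 active means inhibition above about 30%, limit read from the data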;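 further: 0% = p47phox with labelled peptide and 100% = labelled peptide alone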
The depositor's hits bear a star; i = inactive; . = no result given; [ ] = another dose, or the depositor's remark.

SMILES	Runt-CBFb FRET	Furin inh	EBV gp42 block	m-calpain inh	p97 inhibitor	Tb hexokinase	Runt-SMMHC FRET	RBBP9 inh	NCF1 inh
Cc1cccc(C)c1NC(=O)CN(C)C(=O)/C=C/c1cccs1	-2	-10	-18	9	4	16	-3	-8	-13
CN(c1ccccc1)S(=O)(=O)c1ccc(Cl)c(C(=O)Nc2nc3ccccc3[nH]2)c1	0	-9	6	-6	6	26	5	-1	-8
NS(=O)(=O)c1ccc(CCNC(=O)CCC2COc3ccccc3O2)cc1 (stereo not drawn)	-2	-11[20 µM]	-14	10	2	3	-1	-3	0
S=C(Nc1ccc(Br)cc1)N1CCn2cccc2C1c1cccnc1 (stereo not drawn)	2	-25	-7	-23	11	5	1	0	-6
COC(=O)c1ccc(OCCOc2ccc(C(=O)OC)cc2)cc1	2	-26[20 µM]	-17	-13	4	-5	1	1	-1
O=C(Nc1ccccc1N1CCOCC1)c1cccc(F)c1	-1	-27	-21	-18	6	-2	0	3	-7
CCOC(=O)COc1ccc2c3c(c(=O)oc2c1C)CCC3	-3	-17[20 µM]	-6	-17	-5	-9	1	-8	-11
CCc1ccc(NC(=O)c2ccc(OC)c([N+](=O)[O-])c2)cc1	-3	-13	-5	20	4	-2	-4	-4	-9
O=C(CCc1nnc(CCC2CCCCC2)o1)NCc1ccon1	-2	-10	9	6	1	-4	1	-7	-3
Nc1nnc(CCCCc2cccs2)o1	-1	-20	-4	2	5	-2	-2	0	-4
COc1cccc(/C=N/n2c(SC)nnc2-c2ccccc2)c1OC	-2	-27	-11	-323	-4	-5	-5	-5	3
O=C(CC1CCCCC1)NCc1ccccn1	0	-10[20 µM]	-10	2	0	2	-2	2	-12
Cc1nnc(-c2cnn(C)c2N)n1Cc1ccccc1	2	-13[20 µM]	-14	12	3	-11	-2	-9	-9
CC1=NN(c2ccccc2)C(=O)C1N=Nc1ccccc1 (stereo not drawn)	-5	-17	-7	22	-5	-10	-2	-9	-5
Cc1cc(=O)oc2cc(Oc3ccc([N+](=O)[O-])cc3[N+](=O)[O-])ccc12	5	-9	9	-458	-4	27	0	-1	-4
Cc1nn(-c2ccccc2)c(Cl)c1/C=N/NC(=O)C1COc2ccccc2O1 (stereo not drawn)	1	-20	0	-15	4	5	3	1	-8
CCCN(CCC)S(=O)(=O)c1ccc(Cl)c([N+](=O)[O-])c1	-1	-16	-9	41	0	-4	-8	-5	-1
Cc1cc(N)n(-c2ccc(S(=O)(=O)N3CCCC3)cc2[N+](=O)[O-])n1	1	-1	1	5	-4	-6	0	-10	2
Cc1ccc(C)[n+](CC(=O)c2ccc(-c3ccccc3)cc2)c1	1	-29	-13	-43	4	1	-3	3	4
CCCCOc1ccc(C2OC34CCCCC3C(C#N)(C#N)C2(C#N)C(=N)O4)cc1 (stereo not drawn)	25	-25[20 µM]	-1	-146	8	-5	13	9	-11
Cc1ccc(-c2cc(-c3cccs3)[nH]n2)c(O)c1	1	-10[20 µM]	-2	20	-4	5	0	-7	-25
COc1ccc(CCN2CN(S(=O)(=O)c3ccccc3)c3nc4ccccc4nc32)cc1OC	0	-13	-11	0	2	-7	-4	-5	4
CN(C)S(=O)(=O)c1ccc(C(=O)NCC(=O)N/N=C/c2ccccc2)cc1	-2	-24	-24	-34	7	-3	1	-5	-7
O=C(O)CCn1c(O)c(C=C2N=c3ccccc3=N2)sc1=S	15	-16	-8	-8	3	-24	-14	-1	-2
O=S1(=O)Nc2c(ccc3cccnc23)-c2ccccc21	3	-5	0	6	23*	20	-4	-6	2
CCC(CNc1cc(OC)cc2cccnc12)NC1CCCCC1 (stereo not drawn)	6	-18	22	28	24*	0	0	8	-73
Cc1ccccc1-c1noc(-c2ccccc2C(=O)O)n1	0	-17	-11	-10	8	7	-1	2	-6
CC(C)Nc1ccc(C(CC(N)=O)NC(=O)Cc2ccc(Cl)cc2)cc1[N+](=O)[O-] (stereo not drawn)	-4	-34	-23	-2	.	-4	0	.	-4
CC(=O)Nc1cc2cc(NS(=O)(=O)c3ccc(Cl)cc3)ccc2oc1=O	-3	-19	-14	-33	7	-19	-4	-8	-12
O=C(c1ccc(Br)cc1)N(c1ccccn1)C1CCCCC1	0	-14	-60	-4	-1	-9	0	-14	-3
CSc1nc(N)nc(SCC(=O)OC(C)C)c1C#N	-3	-13	-10	18	-3	-5	4	-5	-10
COC(=O)Cc1c(C)c2ccc(OC(=O)c3ccco3)cc2oc1=O	17	-111[20 µM]	-16	i	3	-18	32	8	5
CC(C)CNC(=O)c1cccc(NC(=O)Cc2ccc(Cl)cc2)c1	-2	0	6	1	1	10	1	4	0
COCCCNC(=O)c1ccccc1-c1cc(C)no1	0	-20	-11	10	2	-10	0	-2	-9
CCCCn1c(/C=N/Nc2nc3ccccc3[nH]2)nc2ccccc21	-2	-2	-28	1	-1	-22	-4	-5	-9
O=C(CNC(=O)OCc1ccccc1)NC1CCCCCC1	-2	-11	-5	18	-3	6	2	-8	5
Cc1ccc(NC(=S)NN(C)c2cc(C)nc(C)n2)cc1	3	-13	-12	3	3	0	-6	-10	-8
CC1=C(C#N)C(Nc2ccc(C)cn2)(C(F)(F)F)C(=O)N1 (stereo not drawn)	-1	-22[20 µM]	-3	3	5	-7	-6	3	-11
Cc1ccsc1C(=O)Nc1ccc(C(=O)O)cc1	-1	-10[20 µM]	-6	17	-1	-1	-1	-1	-6
Cc1ccc(S(=O)(=O)N(CC(=O)O)c2ccc(Cl)c(C(F)(F)F)c2)cc1	0	-4	5	16	-6	9	-1	1	1
CCCOC(=O)c1c(NC(=O)C2CCCO2)sc(C(=O)OC)c1C (stereo not drawn)	28	-14	-16	-17	1	-4	-39	-1	-3
CCn1c(Cc2ccccc2)nnc1SCC(=O)Nc1ccc(OC)cc1	-2	-28[20 µM]	-17	10	5	0	3	0	15
Cc1cc(/C=N/n2cnnc2)c(C)n1-c1ccc(OCc2ccc(F)cc2)cc1	-1	6	-6	6	0	-5	1	-2	-13
O=C(Nc1cccc(-c2cc3ccccc3oc2=O)c1)c1ccc(Br)o1	-4	-9[20 µM]	-10	-90	2	-4	-4	-14	-47
O=C(CN(C(=O)Cn1nnc(-c2ccc(F)cc2)n1)c1cnc2ccccc2c1)NCC1CCCO1 (stereo not drawn)	1	-30	-10	-9	2	-1	4	4	5
O=C(O)C1(P(=O)(c2ccc(Cl)cc2)c2ccc(Cl)cc2)CCCC1	-2	-23	0	-15	0	-3	2	4	1
O=c1c2cc(N3CCOCC3)ccc2[nH]c(=S)n1CCN1CCCC1	3	-3	-8	i	2	-16	-17	-1	-7
CCN1CCCC1CNCC(O)COc1ccc(C(C)(C)C)cc1C (stereo not drawn)	0	6	-12	21	0	6	-2	-6	0
COC(=O)CCCNC(=O)c1ccc(OC2CCN(CCc3ccccc3)CC2)cc1	0	-5	-9	-5	-7	1	-6	-7	-3
COc1ccc(S(=O)(=O)Nc2ccc(NC(C)=O)cc2)cc1[N+](=O)[O-]	0	-19	-4	3	0	-6	-2	0	-11

Three compounds already listed, arranged by the number in Furin inh, falling.
SMILES	Runt-CBFb FRET	Furin inh	EBV gp42 block	m-calpain inh	p97 inhibitor	Tb hexokinase	Runt-SMMHC FRET	RBBP9 inh	NCF1 inh
Cc1cc(N)n(-c2ccc(S(=O)(=O)N3CCCC3)cc2[N+](=O)[O-])n1	1	-1	1	5	-4	-6	0	-10	2
COC(=O)CCCNC(=O)c1ccc(OC2CCN(CCc3ccccc3)CC2)cc1	0	-5	-9	-5	-7	1	-6	-7	-3
Cc1cccc(C)c1NC(=O)CN(C)C(=O)/C=C/c1cccs1	-2	-10	-18	9	4	16	-3	-8	-13

Remaining list, next part:
SMILES	Runt-CBFb FRET	Furin inh	EBV gp42 block	m-calpain inh	p97 inhibitor	Tb hexokinase	Runt-SMMHC FRET	RBBP9 inh	NCF1 inh
O=C(NCc1nc2ccccc2[nH]1)C1=C[C@@H](c2ccc(Br)cc2)C[C@@H](OCc2ccc(CO)cc2)O1	1	-22	-6	-20	12	-14	-7	-23	-22
CCOC(=O)c1cc2sc(C)cc2n1CC(=O)NCc1ccc(F)cc1	-3	-6[20 µM]	0	-3	-4	-4	-2	-6	4
CC(=O)c1cc(-c2ccc(F)cc2)n(CCC(=O)Nc2cccnc2)c1C	-1	-25	-13	-4	0	3	2	-5	5
CCOc1cc(/C=C2\NC(=O)NC2=O)cc([N+](=O)[O-])c1O	3	-1	-32	6	8	-38	-2	-5	-12
Cc1cc(NC(=O)c2c(F)c(F)c(F)c(F)c2F)no1	-2	-20[20 µM]	-26	-18	2	2	-2	6	2
CCOC(=O)c1sc(N(Cc2ccccc2)C(=O)COC(=O)c2ccccc2O)nc1C	-1	-9	-15	-5	0	-5	1	-2	-16
CC(C)C[C@H](NC(=O)c1nc[nH]c1C(=O)N1CCN(C(=O)OC(C)(C)C)CC1)C(=O)OCc1ccccc1	-8	-23	-2	24	1	-6	3	2	.
N=c1sccn1CC(=O)Nc1cc(S(=O)(=O)N2CCCCC2)ccc1Cl	1	-17	-10	29	12	2	-4	-3	9
Cn1c(=O)[nH]c(=O)c2c1nc(N1CCCCCC1)n2CCSc1nc2ccccc2[nH]1	-2	-10	-10	1	-7	-2	-3	-3	-4
COc1ccc(NC(=O)C(=O)N2N=C(C(C)C)CC2(O)C(F)(F)F)cc1 (stereo not drawn)	-4	-17[20 µM]	-7	-23	0	5	5	-7	-9
CC(C)N(CCNC(=O)C1CCC(=O)N1Cc1ccc(F)cc1)Cc1ccccc1 (stereo not drawn)	-1	-17	.	.	-5	0	2	-6	.
Cc1cccc(NCC(=O)N/N=C/c2cccc(Br)c2)c1	-1	-17	1	-1	2	-2	-3	3	-11
COc1ccc(OC)c(-n2c(=S)[nH]c3cc(C(=O)N4CCC(C(N)=O)CC4)ccc3c2=O)c1	-2	-11[20 µM]	-17	-28	8	-6	1	0	-2
COc1ccc([N+](=O)[O-])cc1N(CC(=O)NC1CCCCC1)S(C)(=O)=O	-2	-15	-1	-17	-5	-13	2	-12	-3
COC(=O)c1c(-c2ccccc2Cl)noc1/C=C/N(C)C	7	-27	-23	7	3	-26	1	-3	-9
COc1ccc(C(=O)NNC(=O)CSc2nc3c(c(=O)n(C)c(=O)n3C)n2C)cc1	0	-34	-25	-40	4	7	2	-6	-7
CCn1c(=O)cc(SCC(=O)NCCCN2CCN(c3ccccc3F)CC2)c2ccccc21	-2	11	-28	-5	-9	-4	-7	-4	-8
CCOC(=O)c1nn(-c2ccc3c(c2)CCN3C(C)=O)cc1O	0	-43	2	i	6	-19	-1	-6	-10
CC(C)N=C1NN=C(c2cccs2)C(CC(=O)O)S1 (stereo not drawn)	16	-11	-12	-11	8	-27	0	-5	-1
COC(=O)c1ccc(COc2ccc3c(C)c(C)c(=O)oc3c2)o1	-4	-26	-1	-49	1	4	-1	-7	-2
CS(=O)(=O)N1CCCC(C(=O)NCCN2CCC(Cc3ccccc3)CC2)C1 (stereo not drawn)	1	-22	12	-42	2	14	5	-4	-4
O=C(Nc1ccc(F)cc1F)c1cncc(Br)c1	-1	-19	-3	15	2	-1	2	-12	9
C=CCn1c(SCC(=O)Nc2cc(C)on2)nc2sc(C)c(C)c2c1=O	-3	-8[20 µM]	-96	6	1	-18	2	-3	-8

Compounds listed so far that contain a tert-butyl group:
SMILES	Runt-CBFb FRET	Furin inh	EBV gp42 block	m-calpain inh	p97 inhibitor	Tb hexokinase	Runt-SMMHC FRET	RBBP9 inh	NCF1 inh
CCN1CCCC1CNCC(O)COc1ccc(C(C)(C)C)cc1C (stereo not drawn)	0	6	-12	21	0	6	-2	-6	0
CC(C)C[C@H](NC(=O)c1nc[nH]c1C(=O)N1CCN(C(=O)OC(C)(C)C)CC1)C(=O)OCc1ccccc1	-8	-23	-2	24	1	-6	3	2	.
